# Source: PubChem
# C-LANA FP = blocks KSHV LANA C-terminal domain binding to DNA. inhibition, % at 9 µM. 340,000 tested, 0.078% active. AID 504423. MBP-C-LANA/FAM-LBS DNA binding, fluorescence polarization;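 active = highest replicate inhibition at or above 60% at 9 µM, even if other replicates fall short; inactive = all replicates below 60% inhibition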;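 note: 0% = neutral control wells and 100% = 4 µM acridine orange control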
# Keap1-Nrf2 PPI = Keap1-Nrf2 (human) interaction inhibition | 340,000 tested, 0.15% active | inhibition, % at 9.4 µM | Keap1 Kelch-Nrf2 peptide fluorescence polarization, 1536-well | Q14145; in the data active = inhibition above about 12%; inconclusive = no clear call, values can overlap the other calls; inactive = below about 7.3%;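 note: human Keap1 Kelch domain with fluorescein labeled Nrf2 9mer peptide probe; 0% = neutral control wells and 100% = peptide positive control; higher means more block of Keap1 binding to Nrf2 peptide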
# PvdQ inh = P. aeruginosa PvdQ acylase inhibition | AID 488965 | inhibition, % at 10 µM | 340,000 tested, 0.063% active | purified PvdQ acylase, fluorescence plate reader; in the data active = inhibition above about 30%, passing the limit was not always enough; inconclusive = no clear call, values can overlap the other calls;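 note: 0% = vehicle neutral wells and 100% = reference inhibitor wells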
# NSD2 inh = NSD2 (human) methyltransferase inhibition; 310,000 tested, 0.54% active; AID 743445; inhibition, % at 12.5 µM; NSD2 peptide methylation, AlphaScreen, 120 min; O96028; in the data active = inhibition above about 50%
# Target sequence (O96028 whole entry, looked up): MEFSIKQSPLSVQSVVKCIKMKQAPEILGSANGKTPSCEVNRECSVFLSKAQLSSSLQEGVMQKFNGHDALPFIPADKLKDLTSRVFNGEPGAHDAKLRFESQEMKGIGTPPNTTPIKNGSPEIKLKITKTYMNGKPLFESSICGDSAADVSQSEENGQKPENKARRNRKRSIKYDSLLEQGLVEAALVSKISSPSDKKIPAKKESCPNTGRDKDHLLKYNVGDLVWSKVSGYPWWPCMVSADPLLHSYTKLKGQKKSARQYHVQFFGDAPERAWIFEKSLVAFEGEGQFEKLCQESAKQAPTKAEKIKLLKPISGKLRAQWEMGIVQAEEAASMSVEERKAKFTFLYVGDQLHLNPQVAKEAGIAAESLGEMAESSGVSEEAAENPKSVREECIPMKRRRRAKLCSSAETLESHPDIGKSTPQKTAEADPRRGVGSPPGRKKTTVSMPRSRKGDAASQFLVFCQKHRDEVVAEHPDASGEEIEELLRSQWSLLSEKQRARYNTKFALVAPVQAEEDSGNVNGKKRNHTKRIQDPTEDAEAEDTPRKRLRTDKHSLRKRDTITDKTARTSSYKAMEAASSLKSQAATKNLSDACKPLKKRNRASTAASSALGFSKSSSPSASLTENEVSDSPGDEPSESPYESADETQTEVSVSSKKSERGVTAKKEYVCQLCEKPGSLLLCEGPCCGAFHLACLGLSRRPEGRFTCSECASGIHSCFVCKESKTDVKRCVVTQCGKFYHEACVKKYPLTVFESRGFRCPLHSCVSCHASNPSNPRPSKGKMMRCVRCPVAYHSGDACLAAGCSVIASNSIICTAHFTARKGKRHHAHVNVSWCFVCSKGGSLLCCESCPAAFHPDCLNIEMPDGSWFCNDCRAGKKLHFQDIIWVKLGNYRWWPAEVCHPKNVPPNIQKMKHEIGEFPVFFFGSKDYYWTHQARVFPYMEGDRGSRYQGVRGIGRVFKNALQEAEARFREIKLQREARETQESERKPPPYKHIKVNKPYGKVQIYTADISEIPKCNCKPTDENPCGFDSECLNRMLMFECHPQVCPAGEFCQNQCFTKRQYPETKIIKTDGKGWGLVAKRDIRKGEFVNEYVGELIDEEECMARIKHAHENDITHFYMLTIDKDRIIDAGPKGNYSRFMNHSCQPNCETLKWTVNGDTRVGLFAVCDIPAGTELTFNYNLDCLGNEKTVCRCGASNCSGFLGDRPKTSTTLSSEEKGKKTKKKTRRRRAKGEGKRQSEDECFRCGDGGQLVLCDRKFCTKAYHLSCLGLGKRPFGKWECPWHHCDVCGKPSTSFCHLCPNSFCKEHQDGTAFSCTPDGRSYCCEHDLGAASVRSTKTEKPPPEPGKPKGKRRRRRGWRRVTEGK
# Rtt109 HAT inh = inhibitors of Candida albicans Rtt109/Vps75 histone acetyltransferase. inhibition, % at 34.9 µM. AID 540336. purified Rtt109/Vps75, ThioGlo CoA-SH fluorescence, 4 h. Q5AAJ8. 330,000 tested, 0.16% active;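 active = inhibition of at least 50% in every replicate; inconclusive = best replicate reaches 50% inhibition but some replicates fall short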
# dFosB act = enhances mouse delta FosB homodimer DNA binding; P13346; purified delta FosB, TAMRA-CDK5 oligo fluorescence polarization; percent of positive-control signal above neutral wells; activation, % at 25 µM; 340,000 tested, 0.99% active; AID 493131;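 active = mean activation above about 17%, with every replicate also reaching it, limit read from the data, passing the limit was not always enough; inconclusive = only one of the two conditions met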;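 note: fluorescence polarization rise as delta FosB binds a TAMRA Cdk5 AP-1 oligo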
# RTF Ca sens inh = cardiac RTF calcium desensitization; P19429+P45379; IANBD-labeled cardiac RTF, Ca2+ fluorescence; inhibition, % at 7.15 µM; 340,000 tested, 0.12% active; AID 493244;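 active = inhibition above the mean inhibition of all tested compounds plus 3 SD, cut at about 17% in these data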;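 note: assay run at fixed EC70 calcium of 1.6 mM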
# PfHsp90 yeast 2 = inhibits growth of yeast expressing Plasmodium falciparum Hsp90; S. cerevisiae expressing PfHsp90, BacTiter-Glo ATP, 48 h; yeast lacking PDR1 and PDR3 efflux regulators; inhibition, % at 9.4 µM; 310,000 tested, 0.32% active; AID 504621;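 active = every replicate shows inhibition above about 80%, whatever the replicate mean, limit read from the data; inconclusive = mean inhibition reaches the set limit but some replicate falls short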;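 note: 0% = DMSO neutral controls and 100% = 20 µM radicicol positive controls; yeast relying on Plasmodium falciparum Hsp90 in place of its own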
# SUMO Mot1 rescue = SUMOylation pathway inhibition by Mot1-301 growth rescue. S. cerevisiae Mot1-301 growth rescue, ATP luminescence, 38.5C; percent above DMSO median, 100 means doubled. growth rescue, % at 18.8 µM. 320,000 tested, 1% active. AID 2716;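 active = every valid replicate shows activation above 250% relative to neutral control wells; inactive = the rest, any valid replicate at or below 250%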;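 note: OY570 slx delta 5 strain wells were the positive control but not used for scaling; some compounds called inactive have numbers as strong as hits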
# cardiac RTF act = cardiac RTF calcium sensitization; P19429+P45379; IANBD-labeled TnC RTF fluorescence at EC20 calcium; 0% EC20 calcium, 100% full calcium; activation, % at 7.2 µM; 340,000 tested, 0.24% active; AID 493008;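 active = activation above the mean over all tested compounds plus 3 SD, cut at about 30% in these data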;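 note: rise in fluorescence read as greater calcium sensitivity of cardiac thin filaments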
# CDK5 p35 inh = blocks human CDK5/p35 kinase activity; Q00535+Q15078; 330,000 tested, 0.01% active; Recombinant CDK5/p35, ADP-Glo luminescence, 60 min; inhibition, % at 10 µM;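 active = highest replicate inhibition of at least 50% and at least 75% of replicates reaching 50%; inconclusive = only one of the two criteria met; inactive = both criteria failed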;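 note: plate controls were DMSO neutral control for no effect and GW8510 at 10 µM for full effect; many of its hits are not listed in these tables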
# The depositor's hits bear a star; ? = inconclusive; . = no result given.
no.	compound	C-LANA FP	Keap1-Nrf2 PPI	PvdQ inh	NSD2 inh	Rtt109 HAT inh	dFosB act	RTF Ca sens inh	PfHsp90 yeast 2	SUMO Mot1 rescue	cardiac RTF act	CDK5 p35 inh
1	CCCc1nnc(SCC(=O)N2C(C)CCCC2C)n1CCCOC (centres undefined)	-0.8	-2	12	4	-11	-5	-24	19	6	-3	-0.8
2	CC(C)c1ccc(C(=O)Nc2nnc(S(=O)(=O)N3CCOCC3)s2)cc1	0.0	0	-4	-3	-4	-4	-10	0	-2	5	0.6
3	COc1ccc(C2CC(c3ccccc3)=NN2C(=O)COC(=O)c2cccnc2Cl)cc1 (centres undefined)	-0.3	-1	-3	-3	5	0	1	-5	-5	4	1.1
4	Cc1nc2ccc(NS(=O)(=O)c3ccc(F)cc3F)cc2s1	-1.2	-6	-6	-1	3	-8	-3	13	6	-2	-2.8
5	O=C(CSc1ccc(-c2ccccn2)nn1)N1CCCC1	-0.3	-3	-9	0	-6	-15	-9	-21	-13	3	0.6
6	CC(=O)c1cccc(NC(=O)C(C)OC(=O)c2ccc(-n3cnnn3)cc2)c1 (centres undefined)	-0.5	-1	-7	2	-3	-8	-2	.	.	-2	1.5
7	CC(=O)N1CCc2[nH]c3ccc(C)cc3c2C1	3.6	0	-16	.	4	-5	-14	9	2	8	0.5
8	Cc1nnc(C)c2c(C)n(C(C)c3ccccc3)c(C)c12 (centres undefined)	0.1	-5	-13	27	8	-12	-9	-8	195	3	0.8
9	CS(=O)(=O)N(CC(=O)N1CCCCC1)c1ccc2c(c1)OCO2	0.6	-4	-13	6	-6	4	-8	30	5	2	0.3
10	C=CCN(c1ccccc1)S(=O)(=O)c1ccc(Cl)c(C(=O)OCC(=O)c2[nH]c(C)c(C(C)=O)c2C)c1	0.4	2	2	0	-3	-9	0	-7	1	0	-0.4
11	O=Nc1c(O)[nH]c2ccc(Cl)c(Cl)c12	-1.2	3	-79	4	9	1	1	-3	.	6	1.6
12	COC(=O)CSc1nnc(CNC(=O)c2ccccc2F)n1-c1ccc(F)cc1	0.7	-4	10	1	-5	-8	-9	.	.	-2	1.1
13	Cc1ccc(C(=O)c2ccc(O)cc2)cc1C	-1.2	2	-5	-1	-1	-11	-44	.	10	1	1.2
14	O=C(c1nc2ccc(Cl)cn2c1CN1CCC(O)CC1)N1CCc2ccccc2C1	0.3	-1	9	1	2	-1	6	3	6	-2	-0.2
15	O=C(O)CSc1ncnc2sc3c(c12)CCCC3	0.5	3	0	-2	0	-3	-3	13	-4	-1	6.7
16	Cc1ccc(S(=O)(=O)N2CCN(C(=O)C3CCCCC3)CC2)cc1	-0.5	-1	3	0	3	-3	9	-4	-1	3	1.8
17	COc1cccc(-c2ccc(C#N)c(=O)[nH]2)c1	-0.7	-7	4	-2	-7	-3	-6	5	3	-3	-0.7
18	COc1ccc(NC(=O)CSCC(=O)N(C)Cc2cccc(OC)c2OC)cc1	-2.0	-4	-5	-1	-2	-2	-8	7	41	-2	1.7
19	CC(=O)Nc1ccc(N/C(C)=C/C(=O)c2cccnc2)cc1	1.6	-5	-4	-1	3	-4	-5	-12	-5	13	-0.6
20	CCOC(=O)c1c(NC(=O)COC(=O)c2ccccn2)sc(C)c1C	-2.4	-3	-20	0	-4	-6	-14	13	8	0	-1.0
21	CSCC[C@H](NC(=O)NCc1ccc(F)cc1)C(=O)O	0.9	-2	-12	-3	-7	3	2	-25	2	2	1.4
22	Cc1ccc(S(=O)(=O)N2CCN(c3nc(C(C)C)c4c(c3C#N)CC(C)(C)OC4)CC2)cc1	-0.8	-7	5	-2	-11	-1	3	-2	-11	-10	3.9
23	COc1ccc(C(=O)N/C(=C\c2cn(S(=O)(=O)N(C)C)c3ccccc23)C(=O)NCCCn2ccnc2)cc1	0.2	-3	-10	10	19	1	4	0	-6	-13	1.4
24	O=C(NCc1ccc(F)cc1)c1c2c(nc3ccccc13)CCC2	2.5	-3	-17	0	7	-14	-5	-24	20	1	-3.2
25	CC(C)(C)c1ccc(C(=O)NCCC(=O)NCc2ccco2)cc1	-0.3	2	3	2	10	-12	-9	14	-5	-1	0.9
26	NC1=NC(=O)C(Cc2cccc(Cl)c2)S1 (centres undefined)	0.1	-6	-11	4	1	-2	-7	-41	-6	-2	.
27	CCCCC(=O)NCc1ccccc1Cl	-1.0	-1	-4	2	-9	-1	0	-7	1	-2	1.5
28	Cc1ccc(C(=O)OCC(=O)NCCC2=CCCCC2)s1	-2.7	2	0	-2	-3	-4	9	-14	-2	-7	-1.8
29	COc1cc(/C=N/Nc2ccccn2)ccc1O	0.6	-3	-8	-2	-41	1	-8	-33	156	4	1.0
30	Cc1cc(C)c(NC(=O)CCCC(=O)O)c(Cl)c1	1.0	1	1	-1	1	-3	-3	-16	0	-2	-0.8
31	COc1ccc(CNC(=O)C2(CC3CC(c4ccccc4)=NO3)CCN(C(=O)c3cccc(O)c3)CC2)cc1 (centres undefined)	-2.1	-3	7	.	8	-4	0	-11	16	-5	4.2
32	c1ccc(Cn2c(-c3ccco3)nc3nc4ccccc4nc32)cc1	1.2	-6	-14	-3	-8	-1	-14	-4	279	-5	-0.3
33	CCC(C)n1c(S(=O)(=O)O)nc2ccccc21 (centres undefined)	-0.8	-4	-14	.	6	-4	5	-16	3	1	-0.5
34	COc1ncnc(OC)c1S(=O)(=O)Nc1ccc(C(F)(F)F)cc1	-2.9	-2	1	-1	-13	3	-6	-10	64	-4	0.6
35	CCOc1ccc(Nc2nc(N)c([N+](=O)[O-])c(NCc3ccccc3)n2)cc1	-0.7	1	-7	-1	-1	?	-5	-17	-7	18	1.2
36	Nc1nc(N)nc(-c2ccc([N+](=O)[O-])o2)n1	-1.1	1	-10	0	5	3	-4	-33	.	-3	-0.9
37	COc1cccc(CN(C)C(=O)C23CC4CC(CC(NC(C)=O)(C4)C2)C3)c1OC	0.0	-7	-14	-3	2	-7	4	-47	-13	-4	-1.9
38	CCOC(=O)c1ccc(N(CC(=O)NC2CCCCC2)C(=O)CNC(=O)c2ccco2)cc1	-0.4	-5	-8	10	-12	-8	-5	-17	9	-6	3.1
39	Cn1nc(-c2ccccc2)cc1NS(=O)(=O)c1ccc(C#N)cc1	0.4	-6	-12	1	-5	-10	-11	5	48	6	-3.3
40	CC(C)Oc1ccc(C(=O)/C(=C\c2cccs2)c2nc3ccccc3o2)cc1	0.2	-3	1	-3	.	-4	-4	-37	-1	-1	0.9
41	O=C(Nc1ncccc1O)c1ccc2ccccc2c1	-0.3	-11	-26	2	-7	3	2	-5	122	0	0.0
42	COc1ccc(N(CC2CO2)S(=O)(=O)c2ccccc2)cc1 (centres undefined)	-3.2	5	0	0	-8	1	-5	13	14	4	0.0
43	Cc1[nH]c2ccccc2c1SCC(=O)Nc1nccs1	0.7	-2	-5	-1	-2	-1	6	-42	.	-5	-0.4
44	CN(C)CCNC(=O)c1nn(C)c2c1CCc1ccccc1-2	-0.9	0	-20	1	-10	-4	3	4	-1	3	1.9
45	N#Cc1nc(N)nc(N(c2ccccc2)c2ccccc2)n1	1.2	3	-11	6	-12	-4	-5	-6	-13	0	-1.5
46	CNC(=S)N1CCN(C(=O)C2CCCO2)CC1 (centres undefined)	-1.4	-1	1	1	8	2	-6	1	-21	0	4.0
47	COc1ccccc1C(=O)C1CCCN(C(=O)c2ccccn2)C1 (centres undefined)	0.5	2	0	11	21	-3	6	-15	-4	-3	-2.9
48	O=C(OCCN1CCN(C2=NS(=O)(=O)c3ccccc32)CC1)c1cccc(Br)c1	2.3	-8	-10	6	9	-10	1	-8	1	2	-2.3
49	CC(CN1CCOCC1)OC(=O)c1ccc(Br)cc1 (centres undefined)	0.5	-6	-12	-1	-11	-6	-4	15	-5	0	1.0
50	CCC1=C2CC[C@H]3C(=O)N(C)C(=O)[C@H]3[C@H]2[C@@]2(Cc3ccccc3)C(=NCCOC)OC(=O)N2C1=O	3.3	-2	-5	.	-1	5	-22	-22	0	-5	-1.6
51	Cc1cccc(C(=O)NNC(=O)c2ccco2)c1O	2.1	-4	0	1	-3	0	-7	5	163	-2	-1.5
52	O=C1c2ccccc2-c2c1cccc2C(=O)N(CCO)CCO	1.1	-2	-12	-1	-2	-1	-13	5	8	-2	-0.3
53	Cc1cccc(NC(=O)C2C(c3ccccc3)C2(Cl)Cl)c1C (centres undefined)	-0.6	2	1	.	-5	-3	-14	.	-1	-1	0.0
54	CCn1c(CCC(=O)O)nc2cc(S(=O)(=O)N(C)C)ccc21	0.1	-4	-5	0	0	-12	-12	-4	4	5	-3.6
55	Cc1cc(=O)oc2cc(OC(=O)CCN3C(=O)c4ccccc4C3=O)ccc12	1.2	2	-8	-2	-4	-10	1	-12	-8	1	1.0
56	CC(=O)Nc1cccc(NS(=O)(=O)c2cccc3nsnc23)c1	1.7	-4	16	2	6	-1	3	0	-5	2	0.6
57	CCOc1ccc(C(=O)NCC(=O)OCC(=O)Nc2ccc(C)c(S(=O)(=O)N(C)C)c2)cc1	0.7	-1	15	1	-6	-6	4	-8	0	-3	-1.5
58	Cc1ccc(OCC(=O)NNC(=O)C2CCN(c3ncnc4sc(C)c(C)c34)CC2)cc1	0.5	0	-6	-1	9	-2	-9	10	-4	8	0.1
59	COCCN(C(=O)COC(=O)c1ccc(C)o1)c1c(N)n(Cc2ccccc2)c(=O)[nH]c1=O	-2.9	2	0	0	0	5	-7	.	30	6	-1.8
60	CCOC(=O)c1c(-c2ccc(C)cc2)csc1NC(=O)C1CCCO1 (centres undefined)	-1.3	-6	-8	-2	-1	-17	-7	-38	258	-2	1.6

# Following part:
no.	compound	C-LANA FP	Keap1-Nrf2 PPI	PvdQ inh	NSD2 inh	Rtt109 HAT inh	dFosB act	RTF Ca sens inh	PfHsp90 yeast 2	SUMO Mot1 rescue	cardiac RTF act	CDK5 p35 inh
61	O=[N+]([O-])c1ccc(/C=N/N2CCCCC2)cc1	-0.6	-1	-18	32	5	4	3	-5	3	-3	0.3
62	Cc1ccc(S(=O)(=O)N2CCN(C(=O)c3ccc(N4CCCC4)c([N+](=O)[O-])c3)CC2)cc1	-0.7	1	15	0	0	-5	4	-10	8	1	-3.1
63	C=CCN(C(=O)CSc1nc2[nH]ncc2c(=O)n1-c1ccccc1OC)c1ccccc1	-0.5	1	-5	.	4	-10	-5	-4	.	-2	0.3
64	COc1ccc(NC(=O)Nc2ccccc2SC)c(OC)c1	-0.1	-5	-7	2	-4	5	-14	11	11	7	-2.4
